HIF act: HIF pathway transcriptional activation; U2OS HRE-luciferase reporter, luminescence; normalized: DMSO 0%, desferrioxamine 100%; activation, % at 7.5 µM (by protocol); 300,000 compounds, 0.32% hits; AID 1910;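 active = mean activation of at least 10% of the iron chelator positive control signal, with at least half of replicates also reaching 10%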
MrgX1 PAM: human MrgX1 positive allosteric modulation, primary screen. 310,000 compounds, 0.63% hits. B-score at 10 µM. MrgX1-HEK293, Fluo-4 calcium flux, FDSS; active compounds read high. Q96LB2. AID 588675;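 active = plate-corrected calcium response at least 3 library SD above typical, normal starting fluorescence, not activating the receptor alone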;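 also: compound read alongside a low EC10 to EC30 dose of BAM8-22 agonist; peak minus trough fluorescence over baseline measured at the second addition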
Target sequence (Q96LB2 whole entry, looked up): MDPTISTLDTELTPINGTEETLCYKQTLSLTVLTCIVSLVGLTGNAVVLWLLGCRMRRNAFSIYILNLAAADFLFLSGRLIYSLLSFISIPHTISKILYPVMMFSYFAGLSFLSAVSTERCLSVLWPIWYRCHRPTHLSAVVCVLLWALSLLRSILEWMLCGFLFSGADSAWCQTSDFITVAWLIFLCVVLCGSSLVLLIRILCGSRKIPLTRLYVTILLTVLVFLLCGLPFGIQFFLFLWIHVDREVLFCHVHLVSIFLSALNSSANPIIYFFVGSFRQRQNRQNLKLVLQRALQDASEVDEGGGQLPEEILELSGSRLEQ
TRPC6 activator: mouse TRPC6 channel activation | HEK293-TRPC6 membrane potential dye fluorescence; active compounds read high | B-score at 10 µM | 310,000 compounds, 0.13% hits | AID 2550;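 active = B-score of the integrated fluorescence ratio above library mean plus 3 SD, and starting fluorescence ratio within library mean plus 5 SD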;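 also: higher score means more depolarization so channel activation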
Platelet DG rel: modulates dense granule release in human platelets. human platelet-rich plasma, SFLLRN dense granule ATP release, luminescence. inhibition, %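 (compounds screened at 7.5 µM in platelet-rich plasma)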. 300,000 compounds, 0.22% hits. AID 1663;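 active = mean replicate score, as percent of positive control, at or above 50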
SKKanGAS inh: inhibitors of SKKanGAS S. pyogenes growth in kanamycin (SK-promoter or general growth effect) | BacTiter-Glo, 6 h | inhibition, % at 7.5 µM | 300,000 compounds, 1.3% hits | AID 1662;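 active = mean replicate score, as percent of positive control median, at least 50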;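 also: strain carries kanamycin resistance gene driven by streptokinase promoter and grows in 40 µg/ml kanamycin; loss of luminescence reflects streptokinase promoter inhibition or plain growth inhibition; 0% = median of DMSO wells and 100% = positive control at its reference dose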
TRPC6 inhibitor: blocks the mouse TRPC6 cation channel. 310,000 compounds, 1.1% hits. HEK293-TRPC6, membrane potential dye, ACh-evoked depolarization; active compounds read low. B-score at 10 µM;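 active = B-score under library mean minus 3 SD, initial fluorescence not abnormally high, positive integrated signal ratio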;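 also: B-score derived from integrated fluorescence ratio over the kinetic read; more negative B-score means stronger inhibition of depolarization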
RGS4 pot: RGS4 potentiation or activation | B-score at 10 µM | 310,000 compounds, 0.92% hits | HEK293 M3R/inducible RGS4, carbachol calcium flux Fluo4; active compounds read low;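 active = B-score of the integrated calcium signal more than 4 SD below the library mean, with starting fluorescence not abnormally high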;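 also: negative B-score means reduced calcium response which marks RGS4 activation or potentiation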
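Reagent: ECmax carbachol challenge; Test system: M3R-expressing HEK293 line, RGS4 induced by doxycycline; Schedule: overnight RGS4 induction, 30 min dye load 37 °C, 20 min compound RT; Detection: calcium dye Fluo4 fluorescence; Read-out: Agonist-evoked peak-minus-minimum fluorescence over baseline, integrated ratio, B score.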
MrgX1 antagonist: antagonists of human MrgX1 receptor. 310,000 compounds, 1.3% hits. AID 588676. MRGX1-HEK293 calcium flux, Fluo-4, BAM8-22 antagonism; active compounds read low. B-score at 10 µM. Q96LB2;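 active = calcium-response B-score plate-corrected more than 3 library SD below zero, starting fluorescence within 5 deviations, no agonist response on first addition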;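 also: peak minus trough fluorescence over baseline after final BAM8-22 challenge near maximal dose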
MrgX1 agonist: activates human MrgX1 receptor signaling | MrgX1-HEK293 cells, Fluo-4 calcium fluorescence, agonist mode; active compounds read high | B-score at 10 µM | AID 588627 | 310,000 compounds, 0.44% hits | Q96LB2;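 active = calcium response B-score plate-corrected fluorescence ratio at least 3 library SD, with starting fluorescence B-score inside 5 SD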
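Material – MrgX1-expressing HEK293 cells · Input – 15,000 cells seeded per well · Dosing – compound as first of three additions · Times – overnight seeding, then 1 h dark dye loading · Measured by – kinetic Fluo-4 NW fluorescence of intracellular calcium · Read-out – B-scored fluorescence response ratio · Benchmarks – positive and negative control wells on each plate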
RGS4 block: inhibitors of human RGS4 | P49798 | HEK293 M3R/RGS4 inducible, Fluo-4 calcium flux; active compounds read high; triggered by carbachol at its EC20 | B-score at 10 µM | 310,000 compounds, 0.45% hits;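 active = B-score, a plate-corrected calcium signal, over three deviations above library mean, with baseline fluorescence within five deviations of library mean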;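 also: RGS4 expression induced by doxycycline in cells with stable M3 receptor; B-score is computed from the integrated fluorescence ratio over baseline after carbachol; higher B-score means a larger calcium signal and so more RGS4 inhibition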
Target sequence (P49798 whole entry, looked up): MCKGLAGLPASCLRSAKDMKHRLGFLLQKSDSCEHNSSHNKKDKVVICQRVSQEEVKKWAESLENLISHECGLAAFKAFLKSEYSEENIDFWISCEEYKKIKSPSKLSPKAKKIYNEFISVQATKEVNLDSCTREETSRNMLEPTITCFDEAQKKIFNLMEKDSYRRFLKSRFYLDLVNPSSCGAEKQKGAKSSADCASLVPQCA
TRPC4 block: inhibitors of mouse TRPC4 channel; HEK293 TRPC4beta/mu-opioid, DAMGO-evoked Fluo4 calcium flux; active compounds read low; B-score at 10 µM; 300,000 compounds, 0.39% hits; AID 2247;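 active = B-score over 3 SD under the library average, no early fluorescence shift, positive overall ratio signal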
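Signal: kinetic Fluo4 fluorescence imaging of calcium influx. Material: stable TRPC4beta/mu-opioid receptor HEK293 cells. Probe or stimulus: DAMGO in two steps, submaximal then maximal.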
* = called active by the depositor; i = inactive; / = not tested or not shown.

compound | HIF act | MrgX1 PAM | TRPC6 activator | Platelet DG rel | SKKanGAS inh | TRPC6 inhibitor | RGS4 pot | MrgX1 antagonist | MrgX1 agonist | RGS4 block | TRPC4 block
NS(=O)(=O)c1ccc(NC(=O)c2cccc3ccccc23)cc1 | 0.9 | i | i | -2 | 16 | i | i | i | i | i | i
CCOC(=O)/C(C#N)=C/Nc1cc(C(C)(C)C)sc1C(C)=O | 0.0 | i | i | -6 | -2 | i | i | i | i | i | i
O=C(NCCSCc1ccccc1)c1ccc(F)cc1 | -0.2 | i | i | -9 | -12 | i | i | i | i | i | i
O=C(NC(=S)Nc1ccc2c(c1)OCCO2)c1ccc(F)cc1Cl | 1.1 | i | i | 6 | 2 | i | i | i | i | i | i
Cc1cc(CCN2CCC(=O)NC2=S)ccc1OC(C)C | 0.0 | i | i | -4 | -2 | i | i | i | i | i | i
COc1ccccc1CNn1c(-c2cccc(C)c2)nc2ccccc2c1=O | -0.5 | i | i | 7 | -3 | i | i | i | i | i | i
CCOC(=O)C1=C(C)C(c2ccc(OC)cc2OC)NC(=O)N1 (centres undefined) | 0.0 | i | i | -2 | -11 | i | i | i | i | i | i
Cc1ccccc1-c1nc2cc(N)ccc2o1 | 1.3 | i | i | 1 | -10 | i | i | i | i | i | i
COC(=O)[C@H](Cc1c[nH]c2ccccc12)NC(=O)NCc1ccccc1 | -14 | i | i | -3 | 0 | i | i | i | i | i | i
CCCc1cc(=O)[nH]c2nnc(SCC(=O)Nc3nnc(CC)s3)n12 | 0.6 | / | i | 11 | -2 | i | i | / | / | i | i
COc1cc(C(=O)Oc2cc(C)cc(C)c2)cc(OC)c1OC | -0.4 | i | i | -4 | -2 | i | i | i | i | i | i
CCOc1ccc(OCC)c(NC(=O)c2ccc(CNc3c(N4CCCC4)c(=O)c3=O)cc2)c1 | 0.1 | i | i | 12 | 1 | i | i | i | i | i | i
N#Cc1c(NC(=O)CCCC(=O)O)sc2c1CCCCC2 | -2.8 | i | i | -6 | 3 | i | i | i | i | i | i
CC[C@@H](C)[C@H](NC(=O)Cc1c(C)c2cc3c(C)c(C)oc3c(C)c2oc1=O)C(=O)O | 0.4 | i | i | 7 | 0 | i | i | i | i | i | i
CCOC(=O)N1CCC(Nc2c(-c3ccc(C)c(C)c3)c(=O)c2=O)CC1 | 0.8 | i | i | 5 | -3 | i | i | i | i | i | i
Cc1cccc(S(=O)(=O)N2CN(Cc3ccco3)c3nc4ccccc4nc32)c1 | -0.8 | i | i | 9 | 37 | i | i | i | i | i | i
COc1ccc(NC(=O)N2CCCCC2c2cccnc2)cc1 (centres undefined) | 1.3 | i | i | -13 | -3 | i | i | i | i | i | i
CCCCOc1ccc(CN2CCCCC2)cc1 | 0.0 | i | i | -3 | -1 | i | i | i | i | i | i
O=C1N=C(N2CCN(c3ccccc3)CC2)S/C1=C/c1ccco1 | 0.0 | i | i | -3 | -1 | i | i | i | i | i | i
CNC(=S)N/N=C/c1cn(Cc2c(F)cccc2Cl)c2ccccc12 | 0.5 | i | i | 2 | 24 | -5.3* | i | i | i | i | i
COc1ccccc1N/C=C1/Sc2cc(Cl)ccc2NC1=O | 0.0 | i | i | -6 | -6 | i | i | i | i | i | i
Cc1ccc(S(=O)(=O)Nc2nc3ccccc3nc2N2CCN(c3ccccc3F)CC2)cc1 | -0.5 | i | i | 8 | 23 | i | i | i | i | i | i
COc1ccc(CC(=O)NCc2nnc(SCc3ccc([N+](=O)[O-])cc3)n2C)cc1 | -0.4 | i | i | 3 | -6 | i | i | i | i | i | i
CC(C)N1C(=O)CCC1C(=O)N1CCCc2ccccc21 (centres undefined) | 0.0 | i | i | 0 | -1 | i | i | i | i | i | i
COC(=O)Cc1ccc(N(Cc2ccccc2F)S(=O)(=O)c2ccc(C)cc2)cc1 | -0.2 | i | i | 10 | 3 | i | i | i | i | i | i
CCOC(=O)c1sc(NC(=O)c2ccccc2OCC)nc1C | 0.9 | i | i | -1 | -11 | i | i | i | i | i | i
O=[N+]([O-])c1ccccc1N/N=C1\CC2CC=CC12 (centres undefined) | 1.2 | i | i | 8 | 4 | i | i | i | i | i | i
COC(=O)c1cc(S(=O)(=O)N2CCCCC2)ccc1N1CCOCC1 | 0.8 | i | i | 2 | 19 | i | i | i | i | i | i
CCc1nnc(NC(=O)CCS(=O)(=O)c2ccccc2)s1 | -0.2 | i | i | -14 | -3 | i | i | i | i | i | i
CCCc1cc(=O)[nH]c(SCC(=O)N(CC)Cc2ccccc2)n1 | 0.1 | i | i | 2 | -4 | i | i | i | i | i | i

The last 2 entries of the part above come first, to join the parts:
compound | HIF act | MrgX1 PAM | TRPC6 activator | Platelet DG rel | SKKanGAS inh | TRPC6 inhibitor | RGS4 pot | MrgX1 antagonist | MrgX1 agonist | RGS4 block | TRPC4 block
CCc1nnc(NC(=O)CCS(=O)(=O)c2ccccc2)s1 | -0.2 | i | i | -14 | -3 | i | i | i | i | i | i
CCCc1cc(=O)[nH]c(SCC(=O)N(CC)Cc2ccccc2)n1 | 0.1 | i | i | 2 | -4 | i | i | i | i | i | i
O=C(Nc1ccc(OC(F)(F)F)cc1)c1ccc2nc[nH]c2c1 | 0.5 | i | i | 7 | -2 | i | i | i | i | i | i
COc1ccc(NC(=O)c2sc(Cl)nc2-c2ccccc2)cc1 | 0.9 | i | i | 8 | -10 | i | i | i | i | i | i
CC(C)(C#N)Cc1cc(CC(C)(C)C#N)cc(C(C)(C)C)c1 | -0.2 | i | i | -1 | -1 | i | i | i | i | i | i
Cc1cccc(NC(=O)C2C3C=CC(O3)C2C(=O)O)c1 (centres undefined) | 1.3 | i | i | 2 | 5 | i | i | i | i | i | i
CC(C)c1nc(C(N)=O)c2[nH]c(=O)n(-c3ccc(F)cc3)c2n1 | -0.3 | i | i | 17 | 8 | i | i | i | i | i | i
O=C(C/C=N\O)Nc1ccc(Oc2ccccc2)cc1 | -0.3 | i | i | 5 | 6 | i | i | i | i | i | i
COCCOc1ccc(C(F)(F)F)cc1NC(=O)c1ccc(C)cc1 | -0.2 | i | i | 19 | -7 | i | i | i | i | i | i
O=C(CN1C(=O)NC2(CCCC2)C1=O)Nc1cc(S(=O)(=O)N2CCOCC2)ccc1OCC(F)(F)F | -0.7 | i | i | 0 | 1 | i | i | i | i | i | i
COC(=O)CN1C(c2ccccc2)=Nc2ccc(Cl)cc2C1c1ccccc1 (centres undefined) | -0.5 | i | i | -6 | -9 | i | i | i | i | i | i
CCC1(c2ccc(F)cc2)NC(=O)N(CC(=O)N2CCOCC2)C1=O (centres undefined) | 0.5 | i | i | 4 | -2 | i | i | i | i | i | i
CCOc1cc(/C=C(/C#N)c2ccc(F)cc2)ccc1OCc1ccc(C(=O)O)o1 | 0.3 | i | i | 21 | 21 | i | i | i | i | i | i
CCOC(=O)C(C(=O)OCC)C(C(=O)OCC)N1CCOCC1 (centres undefined) | -0.5 | i | i | 13 | -13 | i | i | i | 31* | i | i
CCN(CC)S(=O)(=O)c1ccc2c(c1)c(=O)c(C(=O)NCCc1ccccc1)cn2C | -1.0 | i | i | -2 | -1 | i | i | i | i | i | i
Cc1cc(/C=C(/C#N)C(=O)Nc2ccc(Cl)cc2)c(C)n1-c1cccnc1 | / | i | i | 12 | -14 | i | i | i | i | i | i
CCOc1ccc(C(C(=O)NC2CCCC2)N(CCCO)C(=O)c2ccc(-c3ccccc3)[nH]2)cc1 (centres undefined) | 1.5 | i | i | 0 | 12 | i | i | i | i | i | i
CCC(C)(C(=O)NC1CCCCC1)N(C)C(=O)c1ccccn1 (centres undefined) | 0.2 | i | i | -1 | 13 | i | i | i | i | i | i
COc1ccc(S(=O)(=O)N(C)CC(=O)Nc2ccc3c(c2)OCO3)cc1OC | 0.1 | i | i | 71* | -4 | i | i | i | i | i | i
CCc1ccc(C(=O)COC(=O)C(CCSC)NC(=O)C23CC4CC(CC(C4)C2)C3)cc1 (centres undefined) | -0.1 | i | i | 6 | 5 | i | i | i | i | i | i
CCCCNC(=O)[C@H]1N2C(=O)c3c(ccc(OC)c3OC)C2SC1(C)C (some centres undefined) | -2.7 | i | i | 5 | -1 | i | i | i | i | i | i
Cc1ccc(CNC(=O)CSCc2ccc(F)cc2)cc1 | -0.9 | i | i | 5 | 2 | i | i | i | i | i | i
CSc1nc2ccc(N3C(=O)C4CCCCC4C3=O)cc2s1 (centres undefined) | 0.8 | i | i | -5 | 4 | i | i | i | i | i | i
Cc1ccc(N2CC(C(=O)OCC(=O)c3ccc([N+](=O)[O-])cc3)CC2=O)cc1 (centres undefined) | -0.4 | i | i | 3 | -3 | i | i | i | i | i | i
COC(=O)C1(CCSC)NC(c2ccccc2F)C2C(=O)N(c3ccc4c(c3)OCCO4)C(=O)C21 (centres undefined) | -0.7 | i | i | 2 | 0 | i | i | i | i | i | i
O=C(CN1CCN(Cc2ccc3c(c2)OCO3)CC1)Nc1ccc2c(c1)OCCO2 | -0.4 | / | i | -5 | -2 | i | i | / | / | i | i
O=c1cc(-c2cc3ccccc3o2)c2cc(O)ccc2o1 | 0.1 | i | i | 13 | 3 | i | i | i | i | i | i
CCc1nnc(NC(=O)CCC(=O)N2CCN(S(=O)(=O)c3cc(Cl)ccc3OC)CC2)s1 | -0.1 | i | i | 11 | -16 | i | i | i | i | i | i
Cn1c(=O)c2c(ncn2Cc2cccc(Cl)c2)n(C)c1=O | -0.4 | i | i | -1 | 6 | i | i | i | i | i | i
O=C(NC1CCCC1)C1CC(c2ccc(F)cc2)=NO1 (centres undefined) | 1.4 | i | i | -3 | 3 | i | i | i | i | i | i
COc1cc(CCC(=O)OCC(=O)Nc2c(C)cccc2C(C)C)cc(OC)c1OC | -0.1 | i | i | 14 | 5 | i | i | i | i | i | i
Cc1cc(O)c(C)c(O)c1/C=N/NC(=O)c1cccnc1 | 4.9 | i | i | 1 | -1 | i | i | i | i | i | i
COCCCNC(=O)Cn1cc(/C=C(\C#N)C(=O)N2CCN(c3ccccc3)CC2)c2ccccc21 | -0.3 | i | i | -6 | 0 | i | i | i | i | i | i
CN(CC(=O)Nc1c(Cl)cccc1Cl)C(=O)c1n[nH]c2ccccc12 | -0.2 | i | i | 4 | 16 | i | i | i | i | i | i
O=C1/C(=N\S(=O)(=O)c2cccs2)C([n+]2ccc(CCCc3ccccc3)cc2)=C([O-])c2ccccc21 | -5.2 | i | i | 13 | 110* | i | i | i | i | i | i

Screens as filed in PubChem.
